Screens: PubChem BioAssay, Broad Institute
LGR2 antag: inhibitors of bursicon-induced LGR2 CRE-luciferase signal, primary screen, cell-based, HEK293, CRE-luciferase reporter, bursicon stimulation; Drosophila bursicon receptor LGR2 (rickets); 380,000 compounds, 0.35% hits; bursicon-stimulated, 4 h; inhibition, % at 9.99 µM;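 active = drop in luminescence signal, shown as inhibition above about 50% in the replicate tests, limit read from the data, passing the limit was not always enough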;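 note: agonist challenge used bursicon conditioned medium at about half maximal strength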
S100A4 MyoIIA: inhibitors of S100A4-myosin IIA peptide binding, primary screen, biochemical, fluorescence polarization, TAMRA-MyoIIA peptide | Protein S100-A4 (Homo sapiens), P26447 | inhibition, % at 10.7 µM | 360,000 compounds, 0.14% hits | AID 652163, 2013;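 active = mean inhibition of at least 70% across replicates, with every replicate also reaching that level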
Target sequence (P26447 whole entry, looked up): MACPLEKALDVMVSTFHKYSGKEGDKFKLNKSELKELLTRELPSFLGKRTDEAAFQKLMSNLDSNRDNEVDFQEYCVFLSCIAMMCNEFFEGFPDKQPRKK
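assay system = human S100A4 monomer with TAMRA-labelled myosin IIA peptide | also added = labelled myosin peptide probe, 5 nM | incubation = 5 min between mix addition and reading | control set = DMSO and TFP controls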
PGC1a acetyl inh: inhibitors of PGC1a acetylation signal, primary screen, cell-based, U2OS, AlphaScreen, inhibitor mode. 350,000 compounds, 0.17% hits. AID 651687, 2012. AlphaScreen anti-acetyl-lysine; with virally co-expressed GCN5 acetyltransferase. inhibition, % at 15.6 µM;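 active = every replicate shows inhibition of at least 40%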;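 note: 0% = neutral control wells and 100% = positive control wells; some results beyond the cut were filed as inactive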
ERAP1 HTS inh: human ERAP1 aminopeptidase inhibitors, primary screen, biochemical, single point, plate reader. AID 652197, 2013. inhibition, % at 10.7 µM. recombinant ERAP1, Leu-AMC fluorescence, 60 min. Endoplasmic reticulum aminopeptidase 1 (Homo sapiens), Q9NZ08. 340,000 compounds, 0.15% hits;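 active = mean replicate inhibition of at least 30%, or all replicates individually reaching that 30% level; inactive = mean below 30% and not every replicate reaching it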;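 note: 0% = neutral control wells and 100% = L-leucinethiol positive control wells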
Target sequence (Q9NZ08 whole entry, looked up): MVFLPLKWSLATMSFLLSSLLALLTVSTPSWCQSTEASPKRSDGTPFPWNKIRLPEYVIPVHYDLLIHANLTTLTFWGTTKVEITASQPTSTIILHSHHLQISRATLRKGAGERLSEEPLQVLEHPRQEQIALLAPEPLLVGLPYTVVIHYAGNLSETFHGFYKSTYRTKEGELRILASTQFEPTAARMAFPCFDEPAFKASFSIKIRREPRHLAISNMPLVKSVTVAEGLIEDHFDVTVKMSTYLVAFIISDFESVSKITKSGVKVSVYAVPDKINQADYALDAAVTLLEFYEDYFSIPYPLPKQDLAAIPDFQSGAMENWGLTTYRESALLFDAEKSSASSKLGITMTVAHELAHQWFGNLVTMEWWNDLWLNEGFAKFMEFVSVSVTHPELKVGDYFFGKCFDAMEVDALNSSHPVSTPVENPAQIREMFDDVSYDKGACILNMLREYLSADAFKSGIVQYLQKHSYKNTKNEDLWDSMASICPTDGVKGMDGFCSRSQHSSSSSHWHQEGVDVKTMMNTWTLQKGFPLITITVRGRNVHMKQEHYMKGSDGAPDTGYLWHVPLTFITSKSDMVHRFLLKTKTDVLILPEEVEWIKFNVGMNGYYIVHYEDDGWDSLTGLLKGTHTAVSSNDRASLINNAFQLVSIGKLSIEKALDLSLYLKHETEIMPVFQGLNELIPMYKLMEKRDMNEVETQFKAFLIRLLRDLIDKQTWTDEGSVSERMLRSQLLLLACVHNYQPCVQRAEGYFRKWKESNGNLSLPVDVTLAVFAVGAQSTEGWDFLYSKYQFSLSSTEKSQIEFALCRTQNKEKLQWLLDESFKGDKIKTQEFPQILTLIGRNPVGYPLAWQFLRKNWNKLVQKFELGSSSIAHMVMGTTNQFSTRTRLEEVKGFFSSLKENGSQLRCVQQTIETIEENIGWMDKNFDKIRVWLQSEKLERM
PAX8 inh HTS: inhibitors of PAX8-driven TPO luciferase reporter, primary screen, RMG-I cells, single concentration; inhibition, % at 12.6 µM; SteadyGlo, 24 h; 360,000 compounds, 1.2% hits;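 active = mean replicate inhibition at least 60% with every replicate also reaching 60%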;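 note: luciferase light reporting Pax8 driven TPO promoter activity; plate controls were median of neutral control wells for no effect and mitoxantrone controls for full effect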
EWS-Fli block: EWS/Fli-driven NR0B1 reporter inhibitors, primary screen, A673 cells, NR0B1 luciferase, luminescence, MLPCN library; viability-normalised; inhibition, % at 12.6 µM; 350,000 compounds, 0.67% hits;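 active = mean inhibition of at least 50% after viability correction, with every replicate also passing that limit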;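 note: firefly luciferase signal divided by Alamar Blue viability fluorescence both relative to DMSO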
PglD inh: C. jejuni PglD acetyltransferase inhibitors, primary screen, biochemical, DTNB colorimetric, single point. purified PglD enzyme, DTNB colorimetric CoA detection. inhibition, % at 12.5 µM. 360,000 compounds, 0.098% hits. AID 602405, 2012; in the data active = inhibition above about 16%, passing the limit was not always enough; note: strong numbers were not always called active
FN deposit inh: inhibitors of fibronectin matrix deposition, primary screen, AH1F cells, Alexa488-fibronectin fluorescence, plate reader; inhibition, % at 12.6 µM; AID 743247, 2014; 350,000 compounds, 0.086% hits; AH1F fibroblasts, overnight;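 active = mean inhibition across replicates of 30% or more, regardless of how many single replicates reach that level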;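 note: positive control wells lacked labelled fibronectin entirely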
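Material: AH1F fibroblast monolayer depositing Alexa488-labelled fibronectin into matrix | Input: 10000 AH1F cells/well | Medium: DMEM plus 2% serum, read in PBS | Reagent: Alexa488-fibronectin, 24 nM final in well | Compound dosing: One dose per compound, pinned | Schedule: 1 h adhesion, overnight exposure | Measured by: Fluorescence at 485 nm excitation, 525 nm emission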
Starred values were filed as active, the others as inactive; · = no result given.

SMILES	LGR2 antag	S100A4 MyoIIA	PGC1a acetyl inh	ERAP1 HTS inh	PAX8 inh HTS	EWS-Fli block	PglD inh	FN deposit inh
C[C@@H]1CCCCO[C@@H](CN(C)S(C)(=O)=O)[C@@H](C)CN([C@H](C)CO)C(=O)c2cc(NC(=O)Nc3ccc4c(c3)OCO4)ccc2O1	-2	44	31	-2	·	4	-2	·
CCOC(=O)N1CCN(C(=O)CN(C)S(=O)(=O)c2ccc(Cl)cc2)CC1	15	5	·	2	-54	-3	-1	1
CCCCNc1c(-c2cc3ccccc3o2)nc2nc(C)cc(C)n12	-93	-35	·	16	-18	-43	·	-7
COc1ccccc1NC(=O)CSc1nnc(-c2ccccc2)o1	-58	1	·	2	-221	-57	-1	3
COc1ccccc1N(CC(=O)Nc1cccnc1)S(=O)(=O)c1ccccc1	0	-1	-4	-1	·	0	1	·
CCOC(=O)c1c(S(=O)(=O)NCC(=O)NCc2ccc(C)cc2)c(C)n(C)c1C	-5	-4	6	1	-16	-8	-4	-7
O=C(NCc1ccccc1)[C@@H]1[C@@H](CO)[C@@H]2Cn3c(cccc3=O)[C@H]1N2C(=O)CC1CC1	3	6	0	1	-5	-8	-4	·
COc1cc(OC)cc(C(=O)OCC(=O)N(C)c2ccccc2)c1	12	10	-2	-9	11	-4	-1	-2
Cn1c(-[n+]2c(-c3ccccc3)cc(-c3ccccc3)cc2-c2ccccc2)nc2cc([N+](=O)[O-])ccc21	-3	·	·	·	26	·	-3	0
CCOC(=O)C1CCN(C(=O)c2oc3ccc4c(c3c2C)C(O)CC2(CCCCC2)O4)CC1 (stereo unspecified)	-1	-1	4	3	4	-4	5	-16
O=C(C[C@H]1CC[C@H]2[C@@H](COC[C@@H](O)CN2Cc2nccs2)O1)NCc1ccc(F)cc1	-4	-2	-4	1	-6	-9	-2	-20
C[C@H]1CN([C@@H](C)CO)C(=O)c2cc(NC(=O)Cc3cn(C)c4ccccc34)ccc2O[C@H]1CN(C)Cc1ccc(Cl)c(Cl)c1	-3	10	-14	0	·	11	3	·
CC(Oc1cccc(Cl)c1)C(=O)Nc1ccccc1N1CCCCC1 (stereo unspecified)	-4	2	-6	2	10	2	-8	-1
CN1[C@H](CO)[C@@H]2c3ccccc3N(C(=O)Nc3cc(F)ccc3F)C[C@@H]21	8	10	-3	1	-12	-7	-1	-3
COCc1cc(/C=N\NC(=O)Cc2ccc(OC)cc2)ccc1OC	-10	2	-10	-1	-7	-1	-11	-6
COc1ccc(S(=O)(=O)N2CCc3ccccc32)cc1C(=O)Nc1ccc(C(N)=O)cc1	-2	-5	-6	-1	18	9	-5	5
Cc1cc(C)nc(SCC(=O)c2ccc3c(c2)OCCO3)n1	27	-3	4	-5	·	-11	-4	·
C[C@@H]1CCCCO[C@H](CN(C)C(=O)NC2CCCCC2)[C@@H](C)CN([C@@H](C)CO)C(=O)c2cc(NC(=O)Nc3ccc(C(F)(F)F)cc3)ccc2O1	18	143*	8	-6	93*	9	7	·
Cc1ccccc1NC(=O)c1ccc(Cn2cc([N+](=O)[O-])cn2)o1	0	4	3	-3	10	-5	·	5
CCc1ccn2cc(-c3cc(-c4ccccc4)no3)nc2c1	103*	0	6	2	83*	75*	4	16
CN(C)C(=O)c1ccc(-c2ccc(C3[C@@H]4CN(C(=O)Cc5ccncc5)C[C@H]3N4)cc2)cc1 (stereo partly specified)	-3	22	0	0	-8	-4	·	-9
COc1cc(N=Nc2ccc(C(=O)N(C)C)cc2)c(C)cc1N	-26	-5	-18	1	-46	-62	2	·
Cc1cccc(OCCC(=O)Nc2ccc(N3CCOCC3)cc2N2CCOCC2)c1	4	-2	-4	1	1	-3	-1	2
Cc1cc(C)c(S(=O)(=O)N2CCCC2=O)cc1N(C)S(C)(=O)=O	1	-6	·	0	10	13	-1	3
CC(=O)Nc1ccc2sccc2c1	-17	-6	0	-4	-15	-2	·	·
Cc1nn(-c2ccccc2)nc1C(=O)c1c(C)[nH]n(-c2ccccc2)c1=O	·	1	2	1	0	-5	8	4
CCOCCCNC(=O)C(NC(=O)Cc1c[nH]c2ccccc12)c1ccccc1 (stereo unspecified)	-17	-2	6	1	28	15	·	-3
CN(C(=O)c1ccc(NC(=O)Cc2cccc(NC(=O)C3CCN(C(=O)C4CCCCC4)CC3)c2)cc1)C1CCCC1	-2	-2	-14	6	-1	27	-1	2
Cc1onc(-c2c(Cl)cccc2Cl)c1C(=O)c1ccccc1	6	0	-9	·	-14	3	-1	-7
CCC(=O)N1C[C@@H]2[C@H](c3ccccc31)[C@H](CO)N2Cc1ccccc1F	7	3	1	-1	6	1	-1	·
COCCN(CCOC)C(=O)COC(=O)c1cc([N+](=O)[O-])ccc1Cl	-33	-4	0	-2	5	4	-3	-11
Clc1ccc(C2=Nn3c(nnc3-c3cccs3)SC2)cc1	·	·	13	·	2	·	3	5
COc1ccccc1N1CCN(C(=O)CCc2ccccc2)CC1	3	-8	·	-4	4	-9	-5	8
CCn1c(SCC(=O)Nc2nnc(C)s2)nnc1-c1ccncc1	11	0	-6	-4	·	·	1	·
O=C(COc1cc(=O)n2c(n1)SCCC2)c1ccccc1	·	·	-7	·	-35	·	0	4
COc1ccc(NC(=O)Cn2nnc(C(=O)NCCc3ccc(OC)c(OC)c3)c2N)c(OC)c1	4	1	·	6	-12	3	·	-3
CN(C)C(CNc1ccc(S(C)(=O)=O)cc1[N+](=O)[O-])c1ccccc1 (stereo unspecified)	1	-2	·	1	-18	·	-2	2
COc1ccc(S(=O)(=O)N(C)C[C@H]2OCCCC[C@@H](C)Oc3ccc(NC(=O)c4ccccc4)cc3C(=O)N([C@H](C)CO)C[C@@H]2C)cc1	-25	1	-21	-3	-13	0	-3	·
O=S(=O)(NC1CCCC1)c1cccc(S(=O)(=O)N2CCC(n3nnc4ccccc43)CC2)c1	·	·	2	·	9	·	9	-6
C/C=C/c1cnc2c(c1)C(=O)N([C@@H](C)CO)C[C@@H](C)[C@@H](CN(C)Cc1ccc(F)cc1)O2	-3	3	-4	3	-7	-7	1	·
Cc1[nH]c(=O)nc(SCc2cccc(Cl)c2)c1C#N	-32	0	·	-3	14	-2	3	1
CCOc1ccccc1N(C(=O)c1snc(C(N)=O)c1N)C(C(=O)NCC1CCCO1)c1ccc2ncccc2c1 (stereo unspecified)	3	-2	·	-8	7	8	-2	3
CCc1nnc(NC(=O)c2ccc(S(=O)(=O)N3CCCC3)cc2)s1	0	-4	-2	-3	-3	0	·	1
O=C(Nc1nnc(C2CC2)s1)c1cc(S(=O)(=O)N2CCN(c3ccccc3)CC2)ccc1Cl	-11	·	5	·	·	·	15	3
COCC(=O)Nc1ccc2c(c1)[C@@H]1C[C@@H](CC(=O)NCc3cc(F)ccc3F)O[C@H](CO)[C@@H]1O2	1	·	3	·	-1	-9	-3	-2
CC1CN(S(=O)(=O)c2cccc(C(=O)OCC(=O)N3CCCCCC3)c2)CC(C)O1 (stereo unspecified)	5	-2	-1	0	·	3	-1	-8
CCCNC(=O)NC[C@@H]1CC[C@H]2[C@H](CN2C(=O)C2CCOCC2)O1	·	5	1	0	-38	17	·	·
O=C(O)Cc1cccc2ccccc12	-4	3	-4	1	·	1	-1	·
CC1(C)Cc2c(sc(NC(=O)COc3ccccc3)c2C#N)C(C)(C)N1	-18	3	-23	-5	14	-6	·	-3
Cc1ccc(S(=O)(=O)Nc2ccc3c(c2)C(=O)N([C@H](C)CO)C[C@@H](C)[C@@H](CN(C)Cc2ccc(C(=O)O)cc2)OCCCC[C@H](C)O3)cc1	-21	1	6	3	4	-33	3	1
Cc1noc(C)c1NC(=O)Nc1ccc2c(c1)C(=O)N([C@H](C)CO)C[C@@H](C)[C@@H](CN(C)S(=O)(=O)c1cccs1)O2	-8	0	-4	-5	·	7	-2	·
CC(C)CC#Cc1ccc([C@H]2[C@H]3CN(C(=O)NC4CCCC4)CC(=O)N3[C@H]2CO)cc1	16	-26	-3	-3	14	-5	·	-12
O=C(c1cc(=O)[nH]c2ccccc12)N1CCN(c2cccc(C(F)(F)F)c2)CC1	3	1	·	5	10	20	·	1
COc1ccc(NC(=O)CSc2nc3ccccc3nc2N2CCCC2)cc1	-4	0	2	2	12	-9	1	-1
COc1cccc(C(O)c2ncc(-c3ccccc3OC)[nH]2)c1 (stereo unspecified)	-15	-3	·	-3	-38	-10	7	5
CSc1ncc(CN2CCN(C3CCN(C(C)C)CC3)C(CCO)C2)cn1 (stereo unspecified)	-4	-1	0	-1	16	14	·	-9
O=c1c(Br)ccc(Br)cc1Br	19	-3	·	15	118*	37	-3	36*
CCCc1cc(=O)n2nc(N3CCC(C(=O)Nc4cccc(C(C)=O)c4)CC3)sc2n1	-1	2	12	3	-4	-6	0	7
Cc1ccc(S(=O)(=O)Nc2ccc3c(c2)CC(=O)N([C@@H](C)CO)C[C@@H](C)[C@H](CN(C)Cc2ccncc2)O3)cc1	-14	1	0	2	-7	-8	0	·
Cc1ccccc1S(=O)(=O)N1CC(=O)N2[C@H](CO)[C@H](c3ccc(C#Cc4ccccc4)cc3)[C@@H]2C1	8	-1	-6	0	·	·	·	·

Complete entries from above:
`CC(C)CC#Cc1ccc([C@H]2[C@H]3CN(C(=O)NC4CCCC4)CC(=O)N3[C@H]2CO)cc1` across the screens: LGR2 antag: 16; S100A4 MyoIIA: -26; PGC1a acetyl inh: -3; ERAP1 HTS inh: -3; PAX8 inh HTS: 14; EWS-Fli block: -5; PglD inh: ·; FN deposit inh: -12
`O=c1c(Br)ccc(Br)cc1Br` across the screens: LGR2 antag: 19; S100A4 MyoIIA: -3; PGC1a acetyl inh: ·; ERAP1 HTS inh: 15; PAX8 inh HTS: 118*; EWS-Fli block: 37; PglD inh: -3; FN deposit inh: 36*
`O=C(Nc1nnc(C2CC2)s1)c1cc(S(=O)(=O)N2CCN(c3ccccc3)CC2)ccc1Cl` across the screens: LGR2 antag: -11; S100A4 MyoIIA: ·; PGC1a acetyl inh: 5; ERAP1 HTS inh: ·; PAX8 inh HTS: ·; EWS-Fli block: ·; PglD inh: 15; FN deposit inh: 3

(more compounds)
SMILES	LGR2 antag	S100A4 MyoIIA	PGC1a acetyl inh	ERAP1 HTS inh	PAX8 inh HTS	EWS-Fli block	PglD inh	FN deposit inh
CC1(c2ccccc2Cl)NC(=O)N(CC(=O)N2CCc3ccccc3C2)C1=O (stereo unspecified)	12	35	6	2	10	0	-2	-5
CN1C(=O)c2cc(NC(=O)c3ccc(F)cc3)ccc2OC[C@@H]2O[C@H](CC(=O)N3CCOCC3)CC[C@@H]21	3	0	2	2	-11	14	0	0
CC(C)C[C@@H]1NC(=O)[C@@H]2C[C@H](C(=O)O)[C@H](c3cccc(OCCO)c3)N2C1=O	·	-7	5	0	-9	-4	-2	·
O=C(O)c1cc(NC(=O)c2ccccc2F)cc(NC(=O)c2ccccc2F)c1	-9	-5	9	-2	-7	-4	-8	1
C[C@@H]1CN([C@@H](C)CO)C(=O)c2cc(NC(=O)C3CCCCC3)ccc2O[C@@H](C)CCCCO[C@H]1CN(C)S(=O)(=O)c1cn(C)cn1	7	-62	·	-3	-3	-8	-3	·
CCOC(=O)c1c(NC(C)=O)sc(/C(C)=N/Nc2ccc(C(=O)O)cc2)c1C	·	24	8	-7	-4	7	-14	6

Rows are unselected, and some 2.1% of all compounds hit somewhere here.
